Screens from PubChem BioAssay.
Shn3 3UTR inh – Schnurri-3 reporter inhibition in Clone20 osteoblasts; inhibition, % at 12.5 µM; Clone20 osteoblast Shn3 3'UTR firefly luciferase, 24 h; 360,000 tested, 0.52% active;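 active = mean inhibition of at least 75% with every replicate also reaching 75%; inconclusive = mean inhibition at least 75% but some replicate below; inactive = mean inhibition below 75%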;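 note: 0% = median of neutral control wells and 100% = pilot-screen positive control compound; some compounds past the cut are filed as inactive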
NR2E3 ag-1 – agonists of human nuclear receptor NR2E3. Q9Y5X4. GST-NR2E3/biotin-RetCOR TR-FRET, 1536-well. inhibition of corepressor binding, % at 4.78 µM. 320,000 tested, 0.12% active. AID 2300;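 active = percent inhibition above the cutoff of mean plus 3 SD of all tested compounds, set per screening campaign, cut at about 20% in these data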;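 note: 0% = DMSO wells and 100% = biotin wells as full block of FRET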
Target sequence (Q9Y5X4 whole entry, looked up): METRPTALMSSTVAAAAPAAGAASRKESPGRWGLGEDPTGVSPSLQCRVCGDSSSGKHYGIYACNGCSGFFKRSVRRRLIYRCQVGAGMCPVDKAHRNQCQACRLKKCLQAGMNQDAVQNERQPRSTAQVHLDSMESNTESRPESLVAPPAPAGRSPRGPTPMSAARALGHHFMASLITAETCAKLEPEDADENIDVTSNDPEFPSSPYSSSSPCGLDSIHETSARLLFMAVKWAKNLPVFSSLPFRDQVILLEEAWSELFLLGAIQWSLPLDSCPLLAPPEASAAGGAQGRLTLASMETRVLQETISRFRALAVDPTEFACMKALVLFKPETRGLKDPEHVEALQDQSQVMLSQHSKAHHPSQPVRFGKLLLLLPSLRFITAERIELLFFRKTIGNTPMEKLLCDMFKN
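System: GST-tagged NR2E3 plus biotinylated RetCOR corepressor; Buffer or medium: pH 7.5 Tris-based buffer; Probe or stimulus: RetCOR corepressor, biotinylated, 7 nM; Doses: compound at 4.8 µM, single dose; Schedule: 5 h incubation at 4 °C; Technique: time-resolved FRET; Evaluation: percent inhibition of TR-FRET ratio; Replication: one well per compound, singlicate testing.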
KKLEB cytotox – counter-screen for CF NF-kB inhibitors: cytotoxicity. activity change (cytotoxicity), % at 5 µM. 360,000 tested, 0.36% active. KKLEB CF airway cells viability, ATPlite luminescence, overnight; hits give low values; cells stimulated with P. aeruginosa culture filtrate;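 active = corrected activity change at or below -50% at 5 µM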
TRPM1 prom inh – MITF TRPM1 promoter inhibition in SK-MEL-5 cells. SK-MEL-5 TRPM1 promoter luciferase, 24 h. inhibition, % at 12.5 µM. 330,000 tested, 0.83% active;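 active = mean inhibition across replicates of 60% or more, whatever share of single replicates reaches that level; inconclusive = some that reach 60%, reason not given; inactive = mean inhibition across replicates below 60%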; note: values of inactives mirror those of a sister screen read the other way
CaV13 ICDI inh – Primary screen for inhibitors of IQ motif and Ca2+-dependent inactivation inhibitor domain binding in CACNA1D, Förster resonance energy transfer in living cells, … | HEK cells, CFP/YFP FRET ICDI-IQ, plate reader, 10 min; percent FRET-ratio fall versus neutral wells | inhibition, % at 12.3 µM | 340,000 tested, 0.098% active | AID 743397;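 active = mean replicate inhibition of at least 30% and at least 1% of replicates passing that level; inconclusive = only one of the two criteria is met; inactive = neither criterion is met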;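 note: 0% = median of the neutral control wells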
HIF-2a inh – inhibitors of HIF-2a. 786-0 RCC cells HIF-2a reporter, luciferase luminescence, overnight. inhibition, % at 18.8 µM. AID 624352. 360,000 tested, 0.72% active;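 active = inhibition of the luminescence signal of 40% or more relative to plate controls, in a single-dose primary screen at 18.75 µM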
Vif inh – inhibitors of HIV Vif; HEK293T cells, Vif self-association by quenched fluorescence, imaging, 24 h; inhibition, % at 7.49 µM; 340,000 tested, 0.35% active; AID 602346; in the data active = inhibition above about 50%, passing the limit was not always enough; inconclusive = no clear call, values can overlap the other calls; inactive = below about 31%; note: some results filed as inactive read as strong as hits
Peg3 prom inh – reduces Peg3 promoter-driven luciferase expression in HeLa. HeLa PEG-Prom luciferase reporter, luminescence, overnight. inhibition, % at 20 µM. 360,000 tested, 1.7% active;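 active = inhibition of at least 50% at 20 µM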
NR2E3 ag-2 – activates human NR2E3 receptor. Q9Y5X4. CHO-S Gal4-NCOR/VP16-NR2E3 two-hybrid, luciferase. inhibition of corepressor binding, % at 3.98 µM. 360,000 tested, 0.35% active. AID 602229;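 active = inhibition above the mean of all tested compounds plus 3 SD, cut at about 70% in these data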;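 note: 0% = DMSO with NR2E3 transfected cells and 100% = cells lacking NR2E3 construct; higher means lower luciferase signal from less NR2E3 corepressor binding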
PDI turbidity – PDI (human) enzyme inhibition. AID 588391. P07237. PDI insulin aggregation turbidity, A650, 90 min. 350,000 tested, 0.052% active. inhibition, % at 10 µM;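 active = mean inhibition across replicates of 30% or more, whatever share of single replicates reach that level; inconclusive = mean inhibition below 30% while every single replicate reaches 30%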;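 note: absorbance from insulin aggregation driven by PDI reduction with DTT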
Target sequence (P07237 whole entry, looked up): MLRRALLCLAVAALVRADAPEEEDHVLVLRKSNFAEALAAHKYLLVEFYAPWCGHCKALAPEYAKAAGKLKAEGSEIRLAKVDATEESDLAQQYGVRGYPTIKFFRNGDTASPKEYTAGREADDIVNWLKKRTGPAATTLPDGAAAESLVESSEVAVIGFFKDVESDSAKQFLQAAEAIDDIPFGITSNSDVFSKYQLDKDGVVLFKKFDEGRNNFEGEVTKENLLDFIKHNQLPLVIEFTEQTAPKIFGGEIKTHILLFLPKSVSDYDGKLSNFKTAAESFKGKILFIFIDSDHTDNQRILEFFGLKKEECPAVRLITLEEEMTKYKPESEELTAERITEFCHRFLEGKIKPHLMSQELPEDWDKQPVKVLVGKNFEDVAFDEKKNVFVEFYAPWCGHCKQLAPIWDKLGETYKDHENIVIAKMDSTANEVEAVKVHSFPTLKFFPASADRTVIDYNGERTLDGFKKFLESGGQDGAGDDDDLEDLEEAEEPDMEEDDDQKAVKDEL
CF NFkB block – inhibitors of cystic fibrosis induced NF-kB; inhibition, % at 5 µM; KKLEB NF-kB-GFP reporter, PAF-induced, GFP fluorescence overnight; 360,000 tested, 0.86% active;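 active = at least 50% inhibition at 5 µM, scaled per plate between neutral and stimulator controls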;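 note: PAF is a Pseudomonas aeruginosa culture filtrate used as stimulus; plate controls were PAF-stimulated DMSO wells for no effect and unstimulated DMSO wells for full effect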
Active calls of the source: *; ? = inconclusive; nt = not tested or not shown.

SMILES	Shn3 3UTR inh	NR2E3 ag-1	KKLEB cytotox	TRPM1 prom inh	CaV13 ICDI inh	HIF-2a inh	Vif inh	Peg3 prom inh	NR2E3 ag-2	PDI turbidity	CF NFkB block
Cc1ccc2[nH]c(=O)c(CN(CCCO)S(=O)(=O)c3cccc4nsnc34)cc2c1	-23	-1	8	13	nt	-18	18	-11	-18	7	-10
COc1ccc(CC(=O)NNC(=O)c2ccc(Br)o2)cc1	8	1	-6	19	nt	1	-8	13	4	5	9
O=C1NC(=S)N/C1=C/C=C/c1ccccc1	-27	-2	2	-17	1	-187	-1	-170	-2	-1	5
O=C(NCCN1CCOCC1)Nc1ccc(Cl)cc1	-22	-1	5	-21	-4	-19	-3	-14	-10	18	0
Cc1ccc(N2CCN(S(=O)(=O)c3ccc4oc(=O)ccc4c3)CC2)cc1Cl	6	7	1	0	-4	2	7	8	-36	-3	13
COc1ccc(CCNC(=O)/C(C#N)=C2\N=C(NC(=O)c3ccco3)c3ccccc32)cc1	9	-12	6	nt	-3	-10	8	-3	-12	-1	-35
CCCCn1nnc(NC(=O)CCC)n1	-13	-4	-2	12	-5	4	4	-8	-2	-5	-2
CCOC(=O)c1ccc(NC(=O)c2ccc(CN3CCc4ccccc4C3)cc2)cc1	20	3	-17	23	-10	4	-3	-29	-2	-33	11
O=C(COc1ccc(S(=O)(=O)N2CCCC2)cc1Cl)NCc1ccco1	10	-1	-6	9	nt	0	0	16	-8	-6	4
Cc1c(NC(=O)c2ccc(NC(=O)C3CC3)cc2)cccc1C(=O)O	-3	-3	-2	4	nt	25	-3	24	-13	3	17
CC(C)c1ccccc1NC(=S)NC1CCN(Cc2ccccc2)CC1	-12	-1	5	5	-5	5	nt	10	1	-7	-7
CC(C)(CO)NC(=O)c1ccc2c(c1)C(=O)c1ccccc1-2	-113	-2	3	-66	-19	-263	20	-205	-37	1	0
Cc1ccnc(N2CCN(C(=O)CSc3nc4ccccc4nc3N3CCCCC3)CC2)c1	10	1	5	4	-1	18	-4	17	-35	-14	-1
N#Cc1c(N)n(C2CCCCC2)c2nc3ccccc3nc12	21	1	-21	11	nt	42*	3	39	-2	8	17
S=c1nc[nH]c2c1ncn2-c1ccc(Cl)cc1	-20	nt	15	-7	-9	-77	6	-46	-69	-3	-21
COc1ccc(CC(=O)Nc2ccc(N(C)C)c3ccccc23)cc1	6	1	-5	-1	-19	17	-2	18	-26	6	-4
COC(=O)C1CCN(C(=O)Nc2ccc(OC)cc2)CC1	-1	1	2	-3	-4	1	nt	-1	-25	6	1
Cc1ccc(S(=O)(=O)N2CCCN(S(=O)(=O)C3CCS(=O)(=O)C3)CC2)cc1 (stereo unspecified)	-10	1	4	-12	-8	21	6	19	-11	-3	5
Cc1ccsc1C(=O)OCC(=O)Nc1cccc(S(=O)(=O)NC2=NCCCCC2)c1	4	-2	4	-12	1	7	5	-14	5	10	1
O=C(N/C(=C\c1ccccc1)C(=O)N1CCOCC1)c1ccc(Br)o1	10	1	-2	1	-3	-7	?	-5	-12	-6	-1
Cc1ccc(S(=O)(=O)N/N=C\c2ccc3c(c2)OCO3)cc1C	12	3	-5	14	-9	-1	-3	19	-11	-13	24
Cc1ccc(NC(=O)c2ncn(CCCNCC3CCCCC3)n2)cc1C	-20	nt	-25	nt	0	-18	-3	29	0	-6	17
C=C(C)CN1CCN(c2ccc(N3C(=O)CCCC3=O)cc2[N+](=O)[O-])CC1	0	1	-10	-8	-15	9	9	1	22	3	15
C=CCn1c(Cc2cccs2)nnc1SCC(=O)c1ccc(F)cc1	11	3	4	-10	-8	-65	7	-28	-41	3	-10
COCC(C)NC(=O)c1cc(OC)cc(OC)c1 (stereo unspecified)	-6	2	-3	2	3	7	4	3	2	-8	18
CC(C)c1ccccc1OCC(O)CN(CC(O)COc1cccc2ccccc12)C(C)C (stereo unspecified)	47	-4	-45	11	-3	17	-5	110*	-10	1	40
C=CCN(Cc1cn(C)nc1-c1cccc(Cl)c1)C1CCS(=O)(=O)C1 (stereo unspecified)	11	7	-13	10	-15	15	-10	9	10	2	8
O=C(COC(=O)CC(c1ccccc1)c1ccccc1)NCc1ccc(Cl)cc1	29	-2	-2	-1	-6	22	10	3	-17	0	-12
COc1ccc(S(=O)(=O)N(C)C)cc1NC(=O)c1ccc2c(c1)OCCO2	-16	-2	-3	-5	-6	-20	-3	-2	10	7	10
Cc1ccccc1C(=O)Nc1cccc(C(=O)N/N=C/c2ccc3c(c2)OCO3)c1	-27	0	-14	-40	-3	-138	28	-138	-35	5	21
C=CCSc1nnnn1-c1ccc(OC)cc1	-35	-1	4	-2	-3	-5	-1	8	-6	0	5
N#Cc1c(SCC(=O)Nc2ccc(C(F)(F)F)cc2)sc2c(O)cc(=O)[nH]c12	-16	1	4	-1	-2	4	11	19	-4	6	-11
O=C(CC(=O)NC1CCCCC1)N/N=C/c1ccccc1[N+](=O)[O-]	-60	-1	-5	-15	-3	-113	-7	-91	-41	-5	6
Cc1c(CN2CCN(C)C(CCO)C2)[nH]c2c(Cl)cccc12 (stereo unspecified)	6	0	-16	22	-4	12	2	3	-3	-3	4
CC(C)(C)NC(=O)CN(C(=O)C(=O)Nc1ccc2c(c1)OCCO2)C(C)(C)C	-3	-1	-5	1	1	9	18	12	-2	9	20
Cc1cc2c(NS(=O)(=O)c3ccc(F)cc3)cccc2nn1	-3	7	11	-2	-5	16	-1	7	-28	-3	-10
COc1cc(NC(=O)Nc2nnc([C@H]3C[C@H](O)[C@@H](CO)O3)s2)cc(OC)c1	7	nt	-6	nt	-4	7	-1	3	0	0	3
O=C(COC(=O)/C=C/c1ccc(Cl)cc1Cl)NCCC1=CCCCC1	-5	2	8	-7	-4	12	nt	2	-6	-1	-3
CCCCn1c(N)c(N(CCC(C)C)C(=O)c2cc(-c3ccco3)nc3ccccc23)c(=O)[nH]c1=O	-2	-2	9	2	-5	13	-5	16	-9	-7	-4
Cc1ccccc1-n1ncc2c1CC(C)(C)CC2NC(=O)C1=CC(=O)CC(C)(C)O1 (stereo unspecified)	30	2	-14	1	-4	2	1	6	-90	-1	34
CCC1(C)Nc2ccccc2C(=O)N1O (stereo unspecified)	-8	1	-2	-8	nt	29	1	12	-24	2	-9
CC(=O)c1ccc(N(C(=O)CNC(=O)c2ccco2)C(C(=O)NC2CCCC2)c2ccc(C)o2)cc1 (stereo unspecified)	-1	-2	5	2	-3	13	-7	2	-17	-35	-7
COc1cc(S(=O)(=O)Nc2ccccc2C(=O)N2CCCCC2)ccc1NC(C)=O	1	-2	-9	6	-2	11	1	16	3	5	5
Cc1cccc(NC(=O)c2ccc(C(=O)c3ccccc3)o2)c1	-82	1	-9	-62	5	-270	2	-228	-16	0	-15
CCC[C@@H](CN[C@@H](CNC)C(C)C)NCCCCc1ccccc1	55	-4	-7	90*	-38	-7	-4	59*	-3	-2	9
CN(Cc1ccccc1)C(=O)c1cccc(NC(=O)Cc2ccc(NC(=O)C3CCN(C(=O)C4CC4)CC3)cc2)c1	-16	nt	10	-8	-6	4	nt	-7	-25	-4	16
O=C(NCc1cccnc1)c1cc(C2CCCCN2C(=O)c2ccc3c(c2)CCO3)on1 (stereo unspecified)	-11	nt	-7	nt	-5	8	9	6	10	-4	-2
COc1cccc(OCCN2CCN(c3ncnc4c3cnn4-c3ccccc3)CC2)c1	29	-3	11	17	-6	-12	-15	-34	-25	-10	-34
Cc1noc(C)c1COc1ccc(C(=O)OCC(=O)Nc2ccc3c(c2)OCO3)cc1	-9	-1	-6	11	-5	18	3	14	-8	4	-26
COc1ccc(OC)c(C2=Nn3c(nnc3-c3cc(OC)c(OC)c(OC)c3)SC2)c1	3	4	9	6	-10	9	7	36	11	-1	-6
The list goes on:
SMILES	Shn3 3UTR inh	NR2E3 ag-1	KKLEB cytotox	TRPM1 prom inh	CaV13 ICDI inh	HIF-2a inh	Vif inh	Peg3 prom inh	NR2E3 ag-2	PDI turbidity	CF NFkB block
Cc1cccc([C@@H]2[C@@H]3C(=O)N(Cc4ccccc4)C(=O)[C@@H]3[C@]3(Cc4ccc(Cl)cc4)C(=O)N(c4cccc(Br)c4)C(=O)N23)c1	6	0	-1	-5	-11	4	nt	10	1	4	-18
CCN(CC)S(=O)(=O)c1ccc(Cl)c(C(=O)Nc2cc(C)nn2-c2ccccc2)c1	-26	-1	-3	-6	-4	14	1	9	-23	10	2
CCc1sc(N(C(=O)Cc2ccccc2)c2cccc(F)c2)nc1-c1ccc(C)cc1	4	0	2	15	-5	-108	-9	-21	-29	-4	11
O=C(C1CCC(CNc2nc(=S)[nH]c3ccccc23)CC1)N1CCN(c2ccc(F)cc2)CC1 (stereo unspecified)	75	nt	-6	13	4	30	-12	20	5	8	-9
CC1CCN(Cc2c(O)ccc3c(=O)c(-c4nc5ccccc5s4)c(N)oc23)CC1	-18	3	5	-10	1	-55	-1	-66	17	-17	-12
Cn1nc(C(=O)NCCCN2CCCCC2)c2c1-c1ccccc1SC2	7	0	-2	-21	-7	5	-1	12	5	-4	-1
CC(=O)Nc1ccc2[nH]c(C)cc(=O)c2c1	7	-2	-6	4	nt	8	13	-4	-14	11	6
CCOC(=O)N1CCC(NS(=O)(=O)c2ccc3c(c2)oc(=O)n3C)CC1	8	-6	6	-10	-5	-9	11	16	11	1	-16
COc1ccc(C(C)(NC(C)=O)c2nc(-c3ccc(F)cc3OC)cs2)cc1 (stereo unspecified)	15	nt	9	nt	-11	16	4	26	-51	6	-12
COc1ccc(CCN(Cc2cc3cc(C)cc(C)c3nc2Cl)C(=O)C2CC2)cc1	18	4	-2	5	nt	-4	-12	19	6	14	8
COC(=O)c1cccc(CSc2nnc(-c3ccco3)n2-c2ccccc2)c1	10	8	-7	-8	nt	18	2	25	-28	2	16
CCCCN(CCCC)Cc1cc2ccccc2c2c1COC2	15	-5	5	-10	nt	15	-7	9	-12	0	-3
O=[N+]([O-])c1cccc(S(=O)(=O)NCCc2ccccc2)c1	-2	7	5	-4	-1	-2	9	2	-10	2	-1
CCOc1ccc(N(C)C(=O)CCc2nnc3ccc(N4CCOCC4)nn23)cc1	1	2	-2	-2	-14	-4	-9	4	-6	9	7
CN(C(=O)c1cccc(NC(=O)Cc2ccc([N+](=O)[O-])cc2)c1)C1CC1	-7	nt	-7	4	-5	8	-6	18	9	4	-2
